Hep lipid drop – modulators of hepatic lipid droplet formation | AML12 mouse hepatocytes, oleate lipid droplets, BODIPY imaging | inhibition, % at 6.5 µM | actives 0.4% (n = 240,000);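 active = lipid droplet intensity inhibited by at least 50%, with more than 500 cells counted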
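Test system: AML12 hepatocytes (mouse); reagent: oleate loading, 100 µM; dosing: one dose, 6.5 µM compound; incubation: overnight exposure; signal: fluorescence imaging, 20x objective, two fields per well; read-out basis: % inhibition of corrected integrated BODIPY droplet signal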
Hep lipid drop cells 6.5 µM – also measured in Hep lipid drop; calls as there; cell count; measured here: cell count, cytotoxicity flag;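 cells counted across two imaged fields per well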
Numbers without * were called inactive. The list is partial; count on the stated rates, not on these rows.

What do the screens show for `Cc1ccc(NC(=O)N2CCC(NC(=O)c3cccc(F)c3)CC2)cc1`?
Hep lipid drop: 7.9; Hep lipid drop cells 6.5 µM: 491

Results for CCc1cc2cc(C)ccc2nc1SCC(=O)N1CC(=O)Nc2ccccc21 ?
Hep lipid drop: 2.5; Hep lipid drop cells 6.5 µM: 712

Results for COC(=O)c1cc(S(=O)(=O)N2CCN(c3ccccc3F)CC2)c[nH]1 ?
Hep lipid drop: 29.4; Hep lipid drop cells 6.5 µM: 737

Results for CS(=O)(=O)N(CC(=O)NCc1ccccc1)c1ccc(Cl)cc1 ?
Hep lipid drop: -1.9; Hep lipid drop cells 6.5 µM: 817

How did COc1ccc(CCNC(=S)c2ccccc2)cc1OC do in these assays?
Hep lipid drop: -5.0; Hep lipid drop cells 6.5 µM: 839

How did COc1ccc(C(=O)NC2CCCCC2)cc1S(=O)(=O)N1CCOCC1 do in these assays?
Hep lipid drop: -11.7; Hep lipid drop cells 6.5 µM: 748

Results for O=C(NCC1CC1)Nc1ccccc1 ?
Hep lipid drop: -27.4; Hep lipid drop cells 6.5 µM: 682

What do the screens show for `CCc1ccc(CN2CCC(C(=O)Nc3ccc(Oc4ccccc4)nc3)CC2)o1`?
Hep lipid drop: -28.5; Hep lipid drop cells 6.5 µM: 655

What do the screens show for `N#Cc1cnc(Oc2ccc(Cl)cc2)nc1N`?
Hep lipid drop: 7.5; Hep lipid drop cells 6.5 µM: 828

Results for CC(c1ccccc1)N1C(=O)c2cccnc2C1=O (stereo not given) ?
Hep lipid drop: 4.9; Hep lipid drop cells 6.5 µM: 820

How did CCc1noc(C)c1C(=O)OCC(=O)Nc1ncc(Cl)cc1Cl do in these assays?
Hep lipid drop: -1.1; Hep lipid drop cells 6.5 µM: 793

Results for C=Cn1cc[n+](CC(=O)c2ccc(Br)s2)c1 ?
Hep lipid drop: 9.0; Hep lipid drop cells 6.5 µM: 853

What do the screens show for `COc1ccc(N2CCN(C(=O)c3ccc4c(=O)n5c(nc4c3)CCCCC5)CC2)cc1`?
Hep lipid drop: -7.7; Hep lipid drop cells 6.5 µM: 788

Results for CCNC(=O)NC(=O)C(C)N1C(=O)NC(c2ccccc2)(c2ccccc2)C1=O (stereo not given) ?
Hep lipid drop: 17.5; Hep lipid drop cells 6.5 µM: 670

What do the screens show for `C[C@H](NC(=O)c1ccccc1)C(=O)N1CCC2(CC1)NCCc1[nH]cnc12`?
Hep lipid drop: -2.5; Hep lipid drop cells 6.5 µM: 716

How did O=C(O)c1ccc(CN2C(=O)c3cccc4c([N+](=O)[O-])ccc(c34)C2=O)cc1 do in these assays?
Hep lipid drop: -7.0; Hep lipid drop cells 6.5 µM: 810

What do the screens show for `Cc1cc(F)ccc1N1CCC(N2CCN(C)C(CCO)C2)CC1` (stereo not given)?
Hep lipid drop: -3.0; Hep lipid drop cells 6.5 µM: 796

Results for NC(=O)[C@@H]1CCCN1Cc1c(C(=O)N2CCc3ccccc3C2)nc2ccc(Cl)cn12 ?
Hep lipid drop: 28.5; Hep lipid drop cells 6.5 µM: 706

How did Cc1ccccc1CC(=O)NCCN1CCCCC1 do in these assays?
Hep lipid drop: -2.4; Hep lipid drop cells 6.5 µM: 783

What do the screens show for `O=C(NCc1ccc(Cl)cc1)c1cc2c(s1)CS(=O)(=O)C2`?
Hep lipid drop: -9.3; Hep lipid drop cells 6.5 µM: 692

What do the screens show for `CCOC(=O)c1ccc(NC(=O)CCNS(=O)(=O)c2cccs2)cc1`?
Hep lipid drop: 3.5; Hep lipid drop cells 6.5 µM: 830

How did CC(=O)Nc1ccc(S(=O)(=O)N2CCC(C(N)=O)(N3CCCCC3)CC2)cc1 do in these assays?
Hep lipid drop: 0.3; Hep lipid drop cells 6.5 µM: 792

How did Cc1cccc(N2CCN(S(=O)(=O)c3c(C)nc4scc(C)n4c3=O)CC2)c1C do in these assays?
Hep lipid drop: 3.2; Hep lipid drop cells 6.5 µM: 810

What do the screens show for `O=C(/C=C/c1ccc(O)c(O)c1)NC(=O)c1ccccc1O`?
Hep lipid drop: -1.5; Hep lipid drop cells 6.5 µM: 769

How did O=C(NNC(=S)NC(=O)c1cccc([N+](=O)[O-])c1)c1ccc(O)cc1 do in these assays?
Hep lipid drop: 0.8; Hep lipid drop cells 6.5 µM: 811

Results for O=C(CSc1nc2ccccc2nc1N1CCOCC1)Nc1ccccc1F ?
Hep lipid drop: 3.5; Hep lipid drop cells 6.5 µM: 759

How did COc1ccc(CC(=O)NC2CCSc3ccccc32)c(OC)c1 (stereo not given) do in these assays?
Hep lipid drop: 6.1; Hep lipid drop cells 6.5 µM: 813

How did CC(C)(C)OC(=O)NC1CCN(S(=O)(=O)c2ccc3c(c2)OCCO3)CC1 do in these assays?
Hep lipid drop: -6.9; Hep lipid drop cells 6.5 µM: 810

Results for O=C(Nc1ccc(Br)cc1)c1cccc(N2C(=O)C3C4C=CC(C4)C3C2=O)c1 (stereo not given) ?
Hep lipid drop: -4.1; Hep lipid drop cells 6.5 µM: 857

Results for Cn1c(SCC(=O)Nc2ccc(C(N)=O)cc2)nc2c(c1=O)SCC2 ?
Hep lipid drop: 15.2; Hep lipid drop cells 6.5 µM: 866

Results for FC(F)(F)c1nc(NCc2cccnc2)c2ccccc2n1 ?
Hep lipid drop: -3.6; Hep lipid drop cells 6.5 µM: 846

Results for CC(=O)Nc1ccc(NC(=O)c2c(C)nn(Cc3ccccc3)c2Cl)cc1 ?
Hep lipid drop: -22.8; Hep lipid drop cells 6.5 µM: 765

Results for O=[N+]([O-])c1cccc(C2(O)COc3ccccc3O2)c1 (stereo not given) ?
Hep lipid drop: -8.3; Hep lipid drop cells 6.5 µM: 847

What do the screens show for `CCOC(=O)N1CCN(S(=O)(=O)c2ccc(C)c(C(=O)NC3CCCCC3)c2)CC1`?
Hep lipid drop: 1.3; Hep lipid drop cells 6.5 µM: 863

Results for CC(=O)N[C@H]1[C@H](OC2CCCCC2)O[C@H](COC(C)=O)[C@@H](OC(C)=O)[C@@H]1OC(C)=O ?
Hep lipid drop: -7.3; Hep lipid drop cells 6.5 µM: 807

What do the screens show for `CCOc1cccc(-c2c(C(=O)N/N=C/c3ccco3)nnn2-c2nonc2N)c1`?
Hep lipid drop: -4.0; Hep lipid drop cells 6.5 µM: 663

Results for COc1ccccc1CNC(=O)c1cc2ccccc2o1 ?
Hep lipid drop: -1.9; Hep lipid drop cells 6.5 µM: 762

What do the screens show for `Cc1ccc(C(C)NC(=O)C2CCCC2)c(C)c1` (stereo not given)?
Hep lipid drop: 23.3; Hep lipid drop cells 6.5 µM: 784

What do the screens show for `CCOc1ccccc1C(=O)NCC(=O)NCCc1ccc(S(N)(=O)=O)cc1`?
Hep lipid drop: 22.9; Hep lipid drop cells 6.5 µM: 842

How did COc1cc(NS(=O)(=O)c2c(C)[nH]c(C)c2C(=O)N2CCCC2)cc(OC)c1OC do in these assays?
Hep lipid drop: -2.7; Hep lipid drop cells 6.5 µM: 712

How did CC(CC(=O)NCc1ccc(Cl)cc1)c1ccccc1 (stereo not given) do in these assays?
Hep lipid drop: -8.9; Hep lipid drop cells 6.5 µM: 803

Results for Cc1ccc2cc3c(NS(=O)(=O)c4cccc5nonc45)nn(CC(C)C)c3nc2c1 ?
Hep lipid drop: 20.3; Hep lipid drop cells 6.5 µM: 671

Results for Cc1ccc2c(c1)c1c3n2CCN(CCC(=O)O)C3CCC1 (stereo not given) ?
Hep lipid drop: -7.3; Hep lipid drop cells 6.5 µM: 749

How did C/C(=N/NC(=O)c1nnn(-c2nonc2N)c1-c1ccccc1)c1ccc2c(c1)OCO2 do in these assays?
Hep lipid drop: 9.5; Hep lipid drop cells 6.5 µM: 772

How did O=C(COc1ccc(S(=O)(=O)N2CCOCC2)cc1)NCC1CCCO1 (stereo not given) do in these assays?
Hep lipid drop: 4.2; Hep lipid drop cells 6.5 µM: 849

What do the screens show for `O=S(=O)(Nc1cccc2ccccc12)c1cccs1`?
Hep lipid drop: 0.0; Hep lipid drop cells 6.5 µM: 830

What do the screens show for `CN1CCN2c3ncccc3Cc3ccccc3[C@@H]2C1`?
Hep lipid drop: -10.8; Hep lipid drop cells 6.5 µM: 766

What do the screens show for `O=C(CSc1ccc(C(F)(F)F)cc1[N+](=O)[O-])N1CCOCC1`?
Hep lipid drop: 12.2; Hep lipid drop cells 6.5 µM: 768

What do the screens show for `CC(=O)c1sc2nc(-c3ccccc3)cc(C)c2c1N`?
Hep lipid drop: -6.0; Hep lipid drop cells 6.5 µM: 769

Results for CC(OC(=O)c1cccc(-n2cnnn2)c1)C(=O)Nc1ccc(F)cc1 (stereo not given) ?
Hep lipid drop: -5.7; Hep lipid drop cells 6.5 µM: 816

Results for CCOc1ccccc1-n1c(=S)sc2c(=O)n(-c3ccc(F)cc3)c(SCC(=O)O)nc21 ?
Hep lipid drop: -5.7; Hep lipid drop cells 6.5 µM: 797

How did CCn1c(SCC(=O)N2CC(C)OC(C)C2)nc2c([nH]c3ccccc32)c1=O (stereo not given) do in these assays?
Hep lipid drop: -26.9; Hep lipid drop cells 6.5 µM: 611

Results for NC(=O)c1ccc(NC(=O)CSc2cn(CC(=O)N3CCOCC3)c3ccccc23)cc1 ?
Hep lipid drop: 8.6; Hep lipid drop cells 6.5 µM: 727

What do the screens show for `COc1cccc(NC(=O)CCC(=O)Nc2cc(OC)c(NC(=O)c3cccs3)cc2OC)c1`?
Hep lipid drop: 78.8*; Hep lipid drop cells 6.5 µM: 714*

How did CC1=Nc2ccc(C)cc2/C1=C/c1c(N)n2nc(CC(=O)N3CCOCC3)sc2nc1=O do in these assays?
Hep lipid drop: -5.8; Hep lipid drop cells 6.5 µM: 732

What do the screens show for `COc1ccc(-c2csc(NC(=O)c3ccccc3OC)c2C(=O)O)cc1OC`?
Hep lipid drop: 5.8; Hep lipid drop cells 6.5 µM: 829

What do the screens show for `CC(=O)N1CCN(S(=O)(=O)c2cccc(C(=O)OCN3C(=O)c4ccccc4C3=O)c2)CC1`?
Hep lipid drop: 0.9; Hep lipid drop cells 6.5 µM: 834

What do the screens show for `CCN(CC(=O)NCc1ccc(Cl)cc1)C(=O)c1cc(OC)cc(OC)c1`?
Hep lipid drop: -12.9; Hep lipid drop cells 6.5 µM: 825

What do the screens show for `CCCCc1nnc(NC(=O)CCS(=O)(=O)Cc2ccccc2)s1`?
Hep lipid drop: 3.4; Hep lipid drop cells 6.5 µM: 744

How did CC(NC(=O)Cn1cccc1C(=O)c1ccccc1)c1ccccc1 (stereo not given) do in these assays?
Hep lipid drop: 3.8; Hep lipid drop cells 6.5 µM: 782

Results for O=C(O)CCN1C(=O)c2ccc(NC(=O)CCc3ccccc3)cc2C1=O ?
Hep lipid drop: -0.5; Hep lipid drop cells 6.5 µM: 819

Results for Cc1cc(C(F)(F)F)nn1CC(=O)Nc1ccc2c(c1)OCO2 ?
Hep lipid drop: 0.0; Hep lipid drop cells 6.5 µM: 701

Results for CCc1ccc(C(=O)Nn2cnc3ccccc3c2=O)cc1 ?
Hep lipid drop: -1.8; Hep lipid drop cells 6.5 µM: 836

Results for CCc1ccc(Nc2n[n+](-c3ccccc3)c(-c3ccc(OCc4ccccc4)cc3)s2)cc1 ?
Hep lipid drop: -2.4; Hep lipid drop cells 6.5 µM: 791

Results for O=C(CN1C(=O)NC2(CCCC2)C1=O)Nc1cc(Cl)ccc1N1CCCC1 ?
Hep lipid drop: -1.4; Hep lipid drop cells 6.5 µM: 792

Results for O=C(N/N=C/c1ccoc1)c1cccc([N+](=O)[O-])c1 ?
Hep lipid drop: -18.3; Hep lipid drop cells 6.5 µM: 676

What do the screens show for `CCC(CC)C(=O)c1c[nH]c(C(=O)NCc2ccccc2)c1`?
Hep lipid drop: 2.5; Hep lipid drop cells 6.5 µM: 418

How did CC1CCN(C2=NC(=O)/C(=C/c3ccc(O)cc3)S2)CC1 do in these assays?
Hep lipid drop: -0.7; Hep lipid drop cells 6.5 µM: 822

How did O=C(CCN1CCOCC1)N1c2ccccc2Sc2ccc(Cl)cc21 do in these assays?
Hep lipid drop: 7.6; Hep lipid drop cells 6.5 µM: 800

Results for COc1ccc(CNC(=O)CN(Cc2ccco2)C(=O)CNS(=O)(=O)c2ccc(C)cc2)cc1 ?
Hep lipid drop: -1.3; Hep lipid drop cells 6.5 µM: 739

How did O=C1COc2ccc(S(=O)(=O)N3CCCCC3)cc2N1 do in these assays?
Hep lipid drop: 3.6; Hep lipid drop cells 6.5 µM: 686

Results for Cc1ccc(S(=O)(=O)Nc2c(C)nc3nc(C)[nH]n3c2=O)cc1 ?
Hep lipid drop: 14.4; Hep lipid drop cells 6.5 µM: 870

How did Fc1cc(F)c(NC(=S)N2CCOCC2)c(F)c1 do in these assays?
Hep lipid drop: 0.8; Hep lipid drop cells 6.5 µM: 856

Bioassay records (PubChem BioAssay)
